Screening results: PubChem, several laboratories
hK5 inh = blocks human kallikrein 5 protease activity; inhibition, % at 5 µM; 210,000 compounds, 0.59% hits; recombinant hK5, fluorogenic AMC substrate cleavage; AID 873;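 active means inhibition of 40% or more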;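 further: 0% = enzyme controls without compound and 100% = no-enzyme blanks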
Thrombin inh = inhibitors of human thrombin. P00734. alpha-thrombin, Boc-VPR-AMC fluorogenic substrate cleavage. inhibition, % at 5 µM. 220,000 compounds, 0.26% hits;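 active means inhibition at or above 40%; inactive means inhibition below 40%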;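 further: 0% = enzyme with no compound and 100% = wells without enzyme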
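Material: Human alpha-thrombin protein | Buffer or medium: pH 7.5 Tris-saline with Tween 20 | Reagent: Boc-VPR-AMC substrate, 15 µM final | Schedule: Reaction at ambient temperature | Detection: AMC fluorescence at 355 nm excitation and 460 nm emission | Evaluation: Percent inhibition scaled between no-compound controls and no-enzyme blanks | Controls: no-compound enzyme wells and no-enzyme blanks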
PERK inhibitor = blocks human PERK kinase | CHO PERK-DD fusion, SEAP luminescence translation reporter | 220,000 compounds, 0.17% hits | inhibition, % at 5.6 µM | AID 1416;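 active means inhibition above the mean inhibition of all tested compounds plus 3 SD, set separately per screening campaign, cut at about 2.9% in these data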;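 further: PERK kinase domain activated by AP20187 dimerizer at 100 nM; 0% = DMSO with dimerizer and 100% = rapamycin at 8.4 µM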
Calpain2 inh = blocks pig calpain II enzyme activity | purified calpain II, fluorogenic peptide substrate, 30 min | inhibition, % at 16 µM | 220,000 compounds, 0.37% hits | AID 1236;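 active means inhibition above about 50%, limit read from the data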
Furin inh = inhibitors of human furin. P09958. purified furin, fluorogenic substrate cleavage. inhibition, % at 30 µM. 220,000 compounds, 0.061% hits. AID 463115; in the data active means inhibition above about 25%; further: inactives centre near -15
Target sequence (P09958 108-714 limits assumed): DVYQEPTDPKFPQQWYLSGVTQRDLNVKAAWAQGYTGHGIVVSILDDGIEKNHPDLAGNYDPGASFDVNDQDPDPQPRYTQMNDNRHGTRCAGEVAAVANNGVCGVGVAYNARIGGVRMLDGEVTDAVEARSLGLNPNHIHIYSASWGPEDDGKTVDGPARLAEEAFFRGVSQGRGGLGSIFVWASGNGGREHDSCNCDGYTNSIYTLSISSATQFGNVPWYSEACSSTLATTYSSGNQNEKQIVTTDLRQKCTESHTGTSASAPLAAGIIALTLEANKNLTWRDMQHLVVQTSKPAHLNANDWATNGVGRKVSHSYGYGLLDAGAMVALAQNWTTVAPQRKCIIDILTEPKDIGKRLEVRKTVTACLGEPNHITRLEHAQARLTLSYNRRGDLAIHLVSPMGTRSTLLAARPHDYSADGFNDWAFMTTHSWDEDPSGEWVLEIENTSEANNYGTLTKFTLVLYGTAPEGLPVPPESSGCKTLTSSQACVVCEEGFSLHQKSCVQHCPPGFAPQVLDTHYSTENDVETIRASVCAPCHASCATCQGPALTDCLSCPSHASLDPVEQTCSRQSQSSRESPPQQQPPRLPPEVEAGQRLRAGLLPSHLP
FXIIa inh 1536 = factor XIIa (human) inhibition; P00748; purified FXIIa, Boc-QGR-AMC fluorogenic substrate, 2 h; AID 800; inhibition, % at 5 µM; 220,000 compounds, 0.3% hits; in the data active means inhibition above about 40%;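 further: 0% = enzyme with no compound and 100% = blank without enzyme; many of its hits are not listed in these tables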
FXIa inh = inhibitors of human coagulation factor XIa. P03951. purified FXIa, Boc-Glu-Ala-Arg-AMC fluorogenic substrate. inhibition, % at 5 µM. 220,000 compounds, 0.14% hits. AID 798;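 active means inhibition of at least 40%; inactive means inhibition below 40%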;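 further: fluorescence of freed AMC excited at 355 nm; 0% = enzyme without compound and 100% = no enzyme blank; many of its hits are not listed in these tables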
KCC2 mod = modulates chloride dependent transport by human KCC2. KCC2 cells, thallium flux FluoZin-2 fluorescence. Q9H2X9. 190,000 compounds, 2.2% hits. B-score of Tl+ flux slope (higher = more flux/activation; lower = inhibition) at 10 µM;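 active means thallium flux slope and its plate-corrected score both differing from the plate sample mean at a set confidence after two filtering rounds, in either direction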;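 further: slope of fluorescence scaled to starting intensity during 10 to 20 s after thallium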
Rad51 HR inh = blocks human Rad51 in homologous recombination. 200,000 compounds, 0.085% hits. Q06609. hRad51 DNA strand exchange, fluorescence dequenching. inhibition, % at 10 µM;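 active means inhibition above 40% at the single screening dose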;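 further: 0% = DMSO control wells and 100% = blanks with heterologous ssDNA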
Target sequence (Q06609 whole entry, looked up): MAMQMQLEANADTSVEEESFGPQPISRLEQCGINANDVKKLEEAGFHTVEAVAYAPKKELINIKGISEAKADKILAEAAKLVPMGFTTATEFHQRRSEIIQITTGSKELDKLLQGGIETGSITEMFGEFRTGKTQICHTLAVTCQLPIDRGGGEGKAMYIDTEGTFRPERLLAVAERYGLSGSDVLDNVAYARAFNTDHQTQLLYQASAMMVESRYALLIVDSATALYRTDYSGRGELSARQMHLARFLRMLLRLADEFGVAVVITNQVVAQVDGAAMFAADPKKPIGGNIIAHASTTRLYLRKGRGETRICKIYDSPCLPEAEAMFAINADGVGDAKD
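System: hRad51 filaments on single-stranded DNA; reagent: Fluorescein- and BHQ1-tagged 47-mer duplex; compound dosing: one concentration, 10 µM final; timing: filaments 15 min 37 °C, then compound 30 min; measured by: fluorescein emission 520 nm, excitation 485 nm; benchmarks: per-plate controls and blanks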
Active calls of the source: *; / = not tested or not shown; [ ] = dose if it differs, or a comment.

SMILES	hK5 inh	Thrombin inh	PERK inhibitor	Calpain2 inh	Furin inh	FXIIa inh 1536	FXIa inh	KCC2 mod	Rad51 HR inh
COc1ccc(S(=O)(=O)Nc2ccc3c(c2)OCCO3)cc1Cl	-1	-7	-0.1	17	-9[20 µM]	-3	-10	/	0
Cn1ncc(Br)c1C(=O)Nc1c(F)c(F)cc(F)c1F	-6	0	0.9	14	-16[20 µM]	12	6	-1.1	-3
COc1cc(Nc2nc(SCC#N)nc3ccccc23)cc(OC)c1OC	16	3	0.1	7	-14	12	5	/	2
CCOC(=O)CSc1nnc(NC(=O)c2cccc([N+](=O)[O-])c2C)s1	4	-5	0.0	24	-11	0	-5	-0.71	1
O=C(CSc1ncnc2c1cnn2-c1ccccc1)Nc1ccccc1	7	-7	0.5	18	-9[20 µM]	0	6	/	5
O=C(Nc1ccncc1)c1ccc2c(c1)OCCO2	-1	-5	1.2	-8	-12	1	1	-0.068	3
COc1ccc(CNC(=O)C2CCC(CNc3c(N4CCOCC4)c(=O)c3=O)CC2)cc1 (centres undefined)	0	-5	2.4	-16	-14	8	-3	-0.83	-3
O=C(Nc1ccc(C2=NCCN2)cc1)c1ccc(C(=O)Nc2ccc(C3=NCCN3)cc2)c([N+](=O)[O-])c1	3	2	2.2	-20	-25	8	10	-0.2	16
COc1cc2c(cc1OC)C1(CCCCC1)CN(C)C2	-2	3	0.6	3	-9	11	1	1.5	4
CCC(=O)NC(=S)Nc1cccc(NC(=O)c2ccccc2C)c1	-3	-11	-0.5	1	-19	/	-7	0.63	0
O=C(c1n[nH]c(=O)c2ccccc12)N1CCN(c2ccc(F)cc2)CC1	-16	-6	0.2	-19	-31	13	5	-0.22	/
Cc1nc2ccccc2n1/N=C/c1cccnc1	-14	2	-1.5	-10	-11[20 µM]	23	11	/	0
CSc1ccc(Cn2nnc(C(=O)Nc3ccc(C)c(C)c3)c2N)cc1	-4	-2	1.0	1	-12	15	-7	/	4
COC(=O)c1c(NC(=O)C2SC(=NC3CCCCC3)C(C(N)=O)=C2N)sc2c1CCCC2 (centres undefined)	-15	-12	0.4	-84	-13	10	2	-0.03	2
Cc1ccc(N(CC(=O)O)C2SC(=O)NC2=O)cc1 (centres undefined)	-1	0	1.3	9	-19[20 µM]	9	2	0.34	3
Cc1ccc([N+](=O)[O-])cc1NC(=O)c1ccc(-c2ccccc2)cc1	-25	-9	-0.2	-21	-5[20 µM]	5	-2	/	1
O=C1/C(=C\c2cccnc2)CN(Cc2ccccc2)C/C1=C\c1cccnc1	5	11	-0.2	9	-8	-2	0	0.35	-9
O=C(O)c1ccc2c(c1)C(=O)N(c1nccs1)C2=O	0	2	0.7	-5	-11	12	4	0.7	-1
NC(=O)c1cccnc1Oc1cccc(Cl)c1	0	3	0.2	-26	-10[20 µM]	8	1	0.54	2
CC(C)n1cc(/C=C2/SC(=O)N(CC(=O)N3CCCC3)C2=O)c2ccccc21	-12	-2	0.1	-89	-11	5	0	-2.8	-5
Cc1cc(C)c(NC(=O)C2CCCN2C(=O)NC2CCCCC2)c(C)c1 (centres undefined)	-9	-1	-0.1	20	-21[20 µM]	9	3	-0.24	0
CCOC(=O)CC(=O)Nc1nnc(C(C)C)s1	6	-7	1.2	15	-23	-5	-11	0.5	5
CC(=O)OCC1=C(C(=O)O)N2C(=O)C(NC(=O)CCn3nc(C(F)(F)F)c(Br)c3C3CC3)C2SC1 (centres undefined)	/	-2	1.3	-31	-22	12	3	0.54	/
COc1ccccc1Oc1ccc2c(c1)C(=O)N(c1cccc3ncccc13)C2=O	-12	-3	-0.6	16	-13	7	2	0.14	/
O=C(O)c1ccc(NS(=O)(=O)c2cccc3nsnc23)cc1	-14	-11	0.8	-25	-30	16	0	1.7	-1
CCC(CC)C(=O)OCC(=O)Nc1ccc(S(=O)(=O)N2CCOCC2)cc1OC	-14	5	-1.5	1	-13[20 µM]	13	-6	-0.18	0
Cc1cc(NC(=O)CN2CCC(n3nnc4cc(C(F)(F)F)ccc43)CC2)no1	-3	-6	0.6	-10	-23	1	-11	/	3
COc1cc(/C=C2\SC(=O)N(c3cccc(Cl)c3)C2=O)cc([N+](=O)[O-])c1O	9	0	0.5	66*	-14	12	6	-0.35	3
Cc1cc(Nc2ccc(F)cc2)n2nc(C)nc2n1	0	1	1.3	-18	-7	-4	2	/	-5
CCn1cc(C(=O)NCc2ccc3c(c2)OCO3)c(=O)c2cc(F)c(N3CCN(C)CC3)cc21	-16	3	-2.1	/	-20	-6	-7	-1.4	1
Nn1c(SCC(=O)NC(=O)NC2CCCC2)nnc1-c1ccccc1F	-3	-3	0.0	0	-6	2	-3	0.01	8
C/C(=C\c1ccccc1)C(=O)NCCN1CCOCC1	-4	3	0.4	-14	-26	3	-3	-0.044	19
Cc1nc2ccc(NC(=O)N3CCOCC3)cc2s1	-5	4	-0.9	-16	-9[20 µM]	13	7	/	1
Cc1ccc(NC(=O)CSCC(=O)NC2CCCCC2)cc1	-3	1	0.3	5	-19	8	5	-0.71	/
CCOC(=O)c1ccc(N2Cc3ccccc3C2=NC(=O)c2cccs2)cc1	-7	-7	0.4	-45	-15	10	1	-0.62	1
CC(=O)Nc1ccc2nc(NC(=O)c3ccc([N+](=O)[O-])s3)sc2c1	1	-7	0.7	-15	-18	4	0	-0.63	/
Cc1ncc2c(c1OC(=O)c1ccccc1)COC(C)(C)OC2	4	0	0.4	2	-8[20 µM]	0	1	/	1
OC(CCN1CCCC1)(c1ccccc1)C1CCCCC1 (centres undefined)	-14	-3	-1.3	-9	-18	4	16	0.96	-4
CC1(C)CC(=O)C=C(Nc2ccc(F)cc2F)C1	-12	5	-0.4	18	-16	35	24	/	5
c1ccc(CSc2nnc(Cc3ccccn3)o2)cc1	-5	1	-0.5	-20	-13	19	6	/	1

Five compounds from above, sorted by the value under Thrombin inh, largest number first.
SMILES	hK5 inh	Thrombin inh	PERK inhibitor	Calpain2 inh	Furin inh	FXIIa inh 1536	FXIa inh	KCC2 mod	Rad51 HR inh
CC1(C)CC(=O)C=C(Nc2ccc(F)cc2F)C1	-12	5	-0.4	18	-16	35	24	/	5
c1ccc(CSc2nnc(Cc3ccccn3)o2)cc1	-5	1	-0.5	-20	-13	19	6	/	1
Cc1ncc2c(c1OC(=O)c1ccccc1)COC(C)(C)OC2	4	0	0.4	2	-8[20 µM]	0	1	/	1
Nn1c(SCC(=O)NC(=O)NC2CCCC2)nnc1-c1ccccc1F	-3	-3	0.0	0	-6	2	-3	0.01	8
CC(=O)Nc1ccc2nc(NC(=O)c3ccc([N+](=O)[O-])s3)sc2c1	1	-7	0.7	-15	-18	4	0	-0.63	/

Other results.
SMILES	hK5 inh	Thrombin inh	PERK inhibitor	Calpain2 inh	Furin inh	FXIIa inh 1536	FXIa inh	KCC2 mod	Rad51 HR inh
Cn1c(O)c(N=NC(=O)c2ccco2)c2ccccc21	7	-7	-0.6	24	14	10	-2	0.62	-8
CN(CCc1cnn(C)c1)Cc1nc(Cc2ccccc2)no1	/	2	-0.3	1	-19	15	4	/	/
C/C=C(\C)C(=O)N1CC2(CC(c3cccc(NC(=O)COc4ccc(Cl)cc4)c3)=NO2)C[C@@H]1C(N)=O (some centres undefined)	-2	-7	/	-15	-25	3	-3	-0.82	-7
Cc1ccc(Cc2ccc(C(=O)NNC(N)=S)o2)cc1	-10	-12	0.1	-16	-12	-3	-6	-0.5	12
NC(=O)CCN(Cc1ccccc1)S(=O)(=O)c1ccccc1	-8	-6	-0.4	-4	-23	6	-2	-0.2	3
CCCc1ncc(C(O)(c2ccccc2)c2ccc(C)cc2)n1C (centres undefined)	-5	-7	0.0	7	-19	3	-6	0.9	4
c1ccc(-c2cc(-c3nnco3)c3ccccc3n2)nc1	-1	-6	1.9	-26	-22	7	-1	0.37	-5
O=C1CN(c2ccc(Br)cc2)C(=O)N1CC(=O)N1CCCc2ccccc21	-5	0	-0.7	15	-33[20 µM]	-10	-3	-0.6	2
COc1ccc(S(=O)(=O)N2CCN(c3c(C)cccc3C)CC2)cc1OC	-4	-5	0.7	-8	-19	12	5	-0.048	-3
Cc1nc2ccccn2c1C(=O)CSc1ccccc1	3	-18	0.9	5	-18	4	-4	-0.76	-24
O=C(c1cccc(C(=O)N(c2ccccn2)C2CCCCC2)c1)N(c1ccccn1)C1CCCCC1	3	-1	-0.6	-4	-32	/	24	0.021	4
O=C(Nc1nnc(-c2ccccc2Cl)o1)c1cccnc1	-93	2	-0.3	33	-15[20 µM]	13	5	0.6	-1
Cc1ccc(OCc2nnc(SCc3nc4ccccc4[nH]3)n2Cc2ccco2)cc1	0	-2	-1.6	-47	-15	10	-1	/	10
Cn1ncc(Br)c1N1C(=O)CCC1=O	-12	-4	1.6	7	-23	0	-8	0.55	-3
Cc1ccc(C)c(N2CCN(C(=O)Cn3cccc3)CC2)c1	-2	0	0.5	-15	-32	4	1	1.6	1
Cc1ccc(NC(=O)COC(=O)CCC(=O)c2cccs2)c(C)c1	-5	3	0.6	22	-22	9	-2	-0.39	-19
COC(=O)CCSc1cc([N+](=O)[O-])cc2c1c(C1OCCO1)nn2-c1ccccc1	-12	-6	0.3	7	-5	12	3	-0.41	-2
O=C(NCCCCc1ccccc1)C1CC(c2ccccc2C(F)(F)F)=NO1 (centres undefined)	2	-2	/	12	-22	6	0	-4.2*	-1
CN(CC(=O)Nc1ccc(S(N)(=O)=O)cc1)Cc1ccccc1F	0	-10	1.6	-24	-16	5	-3	2.5	8
CC(C)(C)n1nnnc1CN(Cc1cccnc1)Cc1ccccc1Cl	-1	5	-1.6	7	-8[20 µM]	18	7	-0.016	1
COc1cccc(-c2cc(C(=O)Nc3cccnc3)no2)c1	-6	-1	0.8	-2	-28[20 µM]	6	-7	/	-11
CC1(C)Cc2ccccc2-c2nnc(-c3cccc(O)c3)n21	-4	-7	0.6	-5	-22[20 µM]	5	-4	-0.62	-2
COc1ccc(NC(=S)Nc2ccccc2SC)c(OC)c1	-23	0	1.8	10	-40	9	0	-0.67	/
c1csc(CNc2nc(-c3cccs3)nc3ccccc23)c1	-15	0	1.2	-11	-5	-1	-8	0.13	25
CCCn1c(SCC(N)=O)nnc1-c1ccco1	4	-1	0.1	-11	-20	13	3	-0.026	3
CN1C(=O)/C(=C2\SC(N)=NC2=O)c2ccccc21	-17	2	0.1	-16	-22[20 µM]	18	11	0.54	/
CC1CCCN(C(c2ccccc2)c2sc3ncnn3c2O)C1 (centres undefined)	0	0	2.0	8	-26	5	1	-0.0046	7
Cc1nc(C)c2c(=O)cc(-c3ccccc3)[nH]c2n1	-12	-3	-0.3	-57	-20[20 µM]	12	2	-0.37	-4
CN(CC(=O)Nc1ccccc1C(F)(F)F)C(=O)CSc1nnnn1C	7	-3	1.2	-4	-23	1	-1	0.85	18
COc1ccc(NC(=O)Cn2ncc(Cl)c(Cl)c2=O)cc1S(=O)(=O)N1CCOCC1	-23	-4	0.2	16	-1	21	19	-0.35	8
COc1cc2c(cc1NC(=O)COC(=O)CNS(=O)(=O)c1ccc(C)cc1)oc1ccccc12	15	-11	-0.3	11	-4	4	-5	-1.6	7
CCCCOc1ccccc1C1C(C(=O)OC)=C(C)N(C)C(C)=C1C(=O)OC	-1	0	-0.9	-6	-8[20 µM]	17	11	-0.81	-2
COc1ccc(CCNc2ccc(N3C(=O)CC(C)C3=O)cc2[N+](=O)[O-])cc1OC (centres undefined)	2	-6	0.3	-20	-20	10	1	0.041	17

An excerpt; the hit share may differ from the screen's.
